# Bioassay records (PubChem)
# LYPLA2 inh – counter-screen for PME1 inhibitors: inhibitors of human LYPLA2; inhibition, % at 5.9 µM; recombinant LYPLA2, FP-Rh probe fluorescence polarization; actives 0.38% (n = 320,000);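 active = inhibition above the screen-wide mean plus 3 SD, limit set per campaign, cut at about 26% in these data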;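 also: 0% = LYPLA2 with DMSO and 100% = wells lacking LYPLA2 enzyme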
# LYPLA1 inh – LYPLA1 (human) inhibition in PME1 counter-screen. O75608. recombinant LYPLA1, FP-Rh probe fluorescence polarization. inhibition, % at 5.9 µM. actives 0.16% (n = 320,000). AID 2174;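 active = inhibition above the mean of all tested compounds plus 3 SD, set per campaign, cut at about 14% in these data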;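 also: inhibitors block serine hydrolase probe labeling of LYPLA1 so polarization falls; 0% = enzyme with DMSO and 100% = wells lacking LYPLA1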
# PME-1 inh – blocks human protein phosphatase methylesterase 1. Q9Y570. recombinant PME-1, FP-Rh probe fluorescence polarization. inhibition, % at 5.9 µM. actives 0.53% (n = 320,000);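 active = inhibition above the campaign mean of all compounds plus 3 SD, cut at about 26% in these data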;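 also: competitive labeling of PME-1 active site by serine hydrolase directed probe; 0% = PME-1 with DMSO and 100% = wells lacking PME-1 enzyme; inhibitors block probe labeling so polarization falls and inhibition rises; many of its hits are not listed in these tables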
# Target sequence (Q9Y570 whole entry, looked up): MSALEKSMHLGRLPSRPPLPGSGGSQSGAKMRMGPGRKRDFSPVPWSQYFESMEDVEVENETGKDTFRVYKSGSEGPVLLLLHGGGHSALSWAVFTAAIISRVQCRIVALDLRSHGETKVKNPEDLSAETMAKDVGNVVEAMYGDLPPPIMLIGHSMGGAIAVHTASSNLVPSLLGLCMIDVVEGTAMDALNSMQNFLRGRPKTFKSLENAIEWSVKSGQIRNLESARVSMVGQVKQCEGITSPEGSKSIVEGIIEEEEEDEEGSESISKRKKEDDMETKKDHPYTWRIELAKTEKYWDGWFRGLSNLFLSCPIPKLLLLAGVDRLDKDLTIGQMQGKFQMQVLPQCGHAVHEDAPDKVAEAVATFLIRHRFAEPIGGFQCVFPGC
# PREPL inh – inhibits the human prolyl oligopeptidase-like enzyme | inhibition, % at 5.96 µM | Q4J6C6 | recombinant PREPL, fluorescence polarization activity-based probe | actives 0.68% (n = 320,000) | AID 2751; in the data active = inhibition above about 43%;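 also: 0% = enzyme with DMSO and 100% = wells lacking enzyme; many of its hits are not listed in these tables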
# PAD4 FP inh – PAD4 (human) enzyme inhibition | Q9UM07 | recombinant PAD4, RCA probe fluorescence polarization | inhibition, % at 6.36 µM | actives 0.41% (n = 330,000);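 active = percent inhibition above a cutoff equal to the mean of all tested compounds plus 3 SD, cut at about 15% in these data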;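 also: 0% = PAD4 with RCA probe and DMSO and 100% = probe without PAD4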
# pPAFAH FP inh – pPAFAH (human) enzyme inhibition; recombinant pPAFAH, FP-rhodamine probe fluorescence polarization; actives 1.5% (n = 330,000); Q13093; inhibition, % at 3.39 µM;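 active = inhibition above the mean inhibition across the screen plus 3 SD, cut at about 25% in these data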;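 also: inhibitors block binding of the rhodamine activity-based probe so polarization drops; 0% = enzyme with DMSO and 100% = wells lacking pPAFAH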
# Target sequence (Q13093 whole entry, looked up): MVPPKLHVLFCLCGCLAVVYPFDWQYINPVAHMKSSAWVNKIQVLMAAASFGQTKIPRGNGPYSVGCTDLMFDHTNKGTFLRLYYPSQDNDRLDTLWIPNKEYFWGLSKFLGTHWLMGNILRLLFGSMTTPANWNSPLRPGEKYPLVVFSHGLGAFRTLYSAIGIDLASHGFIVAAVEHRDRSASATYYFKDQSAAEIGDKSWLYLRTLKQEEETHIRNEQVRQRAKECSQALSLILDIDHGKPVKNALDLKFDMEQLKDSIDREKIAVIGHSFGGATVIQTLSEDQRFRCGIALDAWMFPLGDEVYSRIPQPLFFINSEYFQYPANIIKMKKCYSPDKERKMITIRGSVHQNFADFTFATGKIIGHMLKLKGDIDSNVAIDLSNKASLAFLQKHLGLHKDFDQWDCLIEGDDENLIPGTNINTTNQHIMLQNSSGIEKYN
# PAFAH1B2 inh – inhibitors of human PAFAH1B2 | P68402 | recombinant PAFAH1B2, FP-rhodamine activity probe, fluorescence polarization | inhibition, % at 3.39 µM | actives 1.2% (n = 340,000) | AID 492953;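 active = inhibition above the mean of all tested compounds plus 3 SD, cut at about 24% in these data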;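 also: 0% = enzyme with DMSO and 100% = wells lacking PAFAH1B2; many of its hits are not listed in these tables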
# GSTO1 inh – blocks human GSTO1 in RBBP9 counter-screen | AID 1974 | inhibition, % at 5.96 µM | P78417 | actives 1.1% (n = 300,000) | recombinant GSTO1, activity-based probe fluorescence polarization;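 active = inhibition above the campaign mean inhibition plus 3 SD, cut at about 35% in these data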;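 also: 0% = GSTO1-1 with DMSO and 100% = wells lacking GSTO1-1 enzyme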
# Target sequence (P78417 whole entry, looked up): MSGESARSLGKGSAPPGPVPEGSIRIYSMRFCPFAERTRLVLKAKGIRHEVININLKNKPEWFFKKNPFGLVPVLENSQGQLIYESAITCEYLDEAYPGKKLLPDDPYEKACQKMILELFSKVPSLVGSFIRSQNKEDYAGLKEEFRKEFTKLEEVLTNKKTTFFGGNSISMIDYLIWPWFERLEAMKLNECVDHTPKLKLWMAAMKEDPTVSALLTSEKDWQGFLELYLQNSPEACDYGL
# PAFAH1B3 inh – inhibitors of human PAFAH1B3. AID 492972. inhibition, % at 3.39 µM. Q15102. recombinant PAFAH1B3, FP-rhodamine probe, fluorescence polarization. actives 0.28% (n = 340,000);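 active = inhibition above the screen-wide average of all tested compounds plus 3 SD, cut at about 25% in these data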;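 also: 0% = enzyme with DMSO only and 100% = wells lacking PAFAH1B3 protein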
# The depositor's hits bear a star; · = not tested or not shown. The list is partial. The share of hits here may be higher or lower than overall.
SMILES,LYPLA2 inh,LYPLA1 inh,PME-1 inh,PREPL inh,PAD4 FP inh,pPAFAH FP inh,PAFAH1B2 inh,GSTO1 inh,PAFAH1B3 inh
COC(C(=O)Nc1ccnn1C1CCN(C(=O)c2ccc(C=O)cc2)CC1)c1ccccc1 (stereo unspecified),-4,-2,-8,6,1,-1,-3,-1,6
Cc1cc(C)c(C(N)=O)c(Nc2ccc3c(c2)OCCO3)n1,1,-1,-5,-6,-5,5,-4,3,6
Cc1cc(C)c(NC(=O)COC(=O)C2CCCCC2)c(C)c1,6,-1,-4,3,0,4,4,·,10
C=C(C)C(=O)Nc1ccc(OC(F)(F)C(F)F)c(NC(=O)C(=C)C)c1,3,-3,-2,-1,-1,1,0,-4,4
Cc1ccc(S(=O)(=O)N2CCC(C(=O)OC(C)C(=O)N(C)c3ccccc3)CC2)cc1C (stereo unspecified),-7,-2,6,10,-7,6,6,·,2
CCN(CC)CCCN(C(=O)Cn1nnc(-c2ccc(OC)c(OC)c2)n1)C(C(=O)NC(C)(C)C)c1ccc(F)cc1 (stereo unspecified),-3,0,2,7,-5,1,1,5,-2
OCCN(CCO)c1ccc(C(c2ccc(Cl)cc2)c2ccc(N(CCO)CCO)cc2Cl)c(Cl)c1,3,4,5,17,15*,4,2,0,9
Cc1ccc(C(CNC(=O)Nc2cccc(C)c2)N2CCN(C)CC2)cc1 (stereo unspecified),-2,-1,-14,10,-1,-6,5,3,9
COC1C=CC(CNC(=O)c2cc3c(=O)n4cccc(C)c4nc3n2C)(OC)O1 (stereo unspecified),-7,1,-2,11,-3,6,-1,0,1
Cc1c(S(=O)(=O)N2CCN(C(c3ccccc3)c3ccccc3)CC2)c(=O)n(C)c(=O)n1C,-4,1,-5,16,-3,2,3,-3,-3
CC(=O)N1CCN(S(=O)(=O)c2ccc(S(=O)(=O)NC3CCCCC3)cc2)CC1,2,-1,-1,1,3,7,4,7,2
CCOc1ccc(C(=O)Nc2ccc(S(=O)(=O)N3C[C@@H]4C[C@@H](C3)c3cccc(=O)n3C4)cc2)cc1,3,0,-5,0,1,5,3,·,5
CC(=O)c1cccc(OC(=O)c2cc(S(=O)(=O)N3CCOCC3)ccc2N2CCCC2)c1,-2,0,-5,15,5,-3,12,·,7
O=C(Cc1ccccc1)N/N=C/c1cccnc1,4,-1,4,4,0,5,5,2,2
Cc1nc2cc(S(=O)(=O)N(C)C)ccc2n1-c1ccccc1,1,-3,4,-3,1,5,1,3,7
Cn1nccc1-c1cc(Cl)cc(Cl)c1O,-3,-2,-4,-5,-1,4,·,5,·
CC(C)CC(=O)NNC(=S)Nc1ccc(S(N)(=O)=O)cc1,-1,-1,-6,-6,-7,2,2,1,4
CCOc1cc(CNn2nnnc2N)ccc1OCC(=O)NC(C)(C)C,7,-1,9,6,-4,8,1,-1,4
CN(C)CCCNC(=O)C[C@H]1C[C@H](C(=O)N2CCOCC2)[C@@]2(C)c3[nH]c4ccc(Cl)cc4c3CCN2C1=O,·,·,·,·,-1,3,-1,·,5
O=C(/C=C/c1cccs1)Nc1nc(-c2ccccc2)cs1,-32,-22,-34,-2,-2,-16,-2,-11,-6
Cc1ccc(S(=O)(=O)N2CCCCC2C(=O)N2CCN(C)CC2)cc1 (stereo unspecified),8,1,0,7,-4,-2,3,-2,6
Cc1ccc(-c2cc(C(=O)OCC(=O)N(C)c3c(N)n(Cc4ccccc4)c(=O)[nH]c3=O)c3ccccc3n2)o1,-7,-5,-2,-15,-5,2,3,-3,5
COc1ccccc1-n1c(N)c(C(=O)NCC2CCCO2)c2nc3ccccc3nc21 (stereo unspecified),-5,0,7,13,-12,3,2,15,7
CN(C)/C=C/C(=O)c1ccc(Oc2ncccn2)cc1,-1,1,1,-2,4,12,1,-14,2
Cc1ccc2nc(NC(=O)C3CCCN(S(=O)(=O)c4cccnc4)C3)sc2c1 (stereo unspecified),-8,-3,7,0,0,1,6,1,7
CCCCOCCCNC(=O)C1c2ccccc2Oc2ccccc21,3,-2,0,-6,-1,1,4,7,1
CN1CCN(c2nc3c(c(=O)n(C)c(=O)n3C)n2CCSc2nnnn2-c2ccccc2)CC1,-11,-1,0,6,-6,0,-3,4,14
O=C(c1ccc(Cl)c(Cl)c1)N1CCC(O)(CN2CCOCC2)CC1,1,-1,-1,18,1,1,2,8,4
CCOc1ccc(-c2cc(CCCC(=O)NCCc3ccccc3)no2)cc1,-1,2,4,-8,-2,0,7,8,8
CCC(=Nc1ccccc1)C1=C(O)CCCC1=O,3,-3,1,1,3,4,·,0,·
Cc1ccc(NC(=O)C2CCCN(S(=O)(=O)c3c(C)noc3/C=C/N(C)C)C2)cc1F (stereo unspecified),-12,-9,-11,4,-10,-29,0,-8,0
O=C(CN1CCN(Cc2ccccc2)CC1)Nc1ccc(Br)cc1,-1,-3,3,-19,2,5,-1,-1,2
CN1C2=CC=CC=CC2=[N+](C)C12C=CC(=[N+]([O-])[O-])C=C2[N+](=O)[O-] (stereo unspecified),-5,-2,-17,0,-2,6,1,7,5
CC(C)C(=O)NNC(=O)CSc1nc(C2CCCCC2)nc2ccccc12,2,-3,2,-1,2,0,5,3,0
CCCCNc1cc(=O)oc2ccccc12,9,1,4,0,-1,4,2,-2,2
COc1ccc(NC(=O)c2cc(-c3ccccc3Cl)on2)cc1,-5,-3,-8,-2,-3,-6,4,-6,-1
N/C(=N\OC(=O)N1CCOCC1)c1ccc(Cl)cc1,-3,1,-2,10,-2,-3,4,-1,9
CCC(=O)c1ccc(OC(=O)c2cnccn2)cc1,-6,-3,0,-4,-3,4,1,12,5
CC(=O)NC(CC(=O)Nc1ccc2c(c1)OCCO2)c1ccccc1 (stereo unspecified),4,-3,3,5,-9,6,2,3,2
CC(=O)NNc1nc2ccccc2s1,6,-1,0,12,2,0,6,6,1
CC(C)(C)NC(=O)c1cc2c(ccc3ccccc32)oc1=O,3,2,2,10,-3,2,2,-4,5
COc1ccc(CCN2CC(C(=O)NCCc3ccc(C)cc3)CC2=O)cc1OC (stereo unspecified),3,0,7,10,-3,29*,5,6,-2
COc1ccc(C(C(=O)NC2CCCCC2)N(CC2CCCO2)C(=O)CNC(=O)c2ccco2)cc1 (stereo unspecified),2,-1,-4,10,3,-5,5,0,6
O=[N+]([O-])c1cccc(-n2cccc2/C=N/Nc2nc(N3CCCCC3)nc(N3CCCCC3)n2)c1,8,-3,-1,-1,-4,16,4,4,7
CC(Sc1nnnn1C)C(=O)NC(=O)NC1CCCCC1 (stereo unspecified),-1,0,0,-4,2,1,2,2,6
Cn1c(C(=O)NN)cc2cc(OCc3ccccc3)ccc21,-3,-2,3,8,2,1,·,0,·
CC(Sc1nc(N2CCOCC2)c2c(c1C#N)CC(C)(C)OC2)C(=O)O (stereo unspecified),3,-1,-4,-11,-4,4,5,-2,7
COc1ccc(C2(c3ccc(OC)cc3)NC(=O)N(CC(=O)Nc3cc(C)ccc3OC)C2=O)cc1,-21,-16,-11,9,-1,0,-4,7,-3
O=C(CNCCC1=CCCCC1)Nc1ccc(N2CCCCCC2)cc1,8,1,1,9,-4,32*,8,12,-2
COc1ccccc1-c1noc(-c2cc(OC)c(OC)c(OC)c2)n1,-1,-3,-6,-2,-4,9,2,-7,12
O=C(O)c1ccc(Cl)c(S(=O)(=O)N(Cc2ccccc2)c2ccccc2Cl)c1,-6,0,6,-1,-2,7,28*,-14,6
ONC=Nc1cccc2nonc12,5,2,2,10,0,1,1,7,7
CCC(C)NC(=O)C(=O)NCc1ccncc1 (stereo unspecified),2,2,-1,2,-1,-7,-1,5,8
CCCCN(CC)C(=O)CN(C)S(=O)(=O)c1cccc2nsnc12,1,0,3,-5,0,-2,-2,-2,-2
COc1ccc(-c2nc(N3CCCC3)[nH]c(=O)c2C#N)cc1,6,7,-3,-7,-6,0,-2,6,0
COCCn1c(N)c(N(Cc2ccccc2)C(=O)Cc2ccccc2F)c(=O)[nH]c1=O,6,4,-8,7,-3,3,2,-3,9
O=c1oc2ccccc2c(Nc2cccc(O)c2)c1[N+](=O)[O-],1,1,-4,-2,-6,16,5,-44,2
CN(Cc1ccccc1)C(=O)COC(=O)c1ccc(Cl)c(N)c1,3,-2,6,4,-4,7,4,7,-1
O=C(NC(=S)Nc1ccc(N2CCOCC2)c(Cl)c1)c1sc2ccccc2c1Cl,-6,-2,4,-1,-3,0,1,-1,-8
COc1ccc2c(c1)NC(=O)CC(c1ccccc1)=N2,1,3,-5,-8,3,-1,1,-9,7

# Going on with the list.
SMILES,LYPLA2 inh,LYPLA1 inh,PME-1 inh,PREPL inh,PAD4 FP inh,pPAFAH FP inh,PAFAH1B2 inh,GSTO1 inh,PAFAH1B3 inh
CC1CCCCC1NC(=O)CN(C)S(=O)(=O)c1cccc2nsnc12 (stereo unspecified),2,0,8,15,-4,3,7,5,-5
O=c1[nH]c(C2CCCN(S(=O)(=O)Cc3ccccc3)C2)nc2c1nnn2Cc1cccc(Cl)c1 (stereo unspecified),9,1,-6,-6,3,28*,1,6,-2
Cc1cccn2c(=O)nc(SCC(=O)Nc3ccc4c(c3)OCCO4)nc12,2,1,5,15,-3,5,-1,2,9
Cc1cccc(-n2ccnc2SCC(=O)O)c1C,9,5,0,1,2,9,3,-5,1
COC(=O)CC1=NN(c2ccccc2)C(=O)/C1=C\c1ccc(OC)cc1,5,-1,1,9,-18,4,5,18,6
O=C(O)c1cc(N2CCOCC2)nc2ccccc12,3,-4,-1,1,-4,1,-4,0,1
Cc1csc(CN(C)C(=O)CC2C(=O)NCCN2Cc2ccc(-c3ccccc3)cc2)n1 (stereo unspecified),-2,-3,0,23,-3,12,-1,4,12
CCCCC1(C(=O)OCC)CC(CN2CCOCC2)OC1=O (stereo unspecified),-2,-2,2,2,2,5,0,1,0
COc1ccc(C(=O)Sc2ccc(Cl)cc2)cc1OC,4,4,1,-1,9,8,2,-2,3
Cc1ccc(C(=O)N2CCN(c3ccc(C(F)(F)F)cn3)CC2)o1,·,·,·,12,4,7,9,·,11
COc1ccc2nc(NC(=O)c3sc4nc(C)cc(C)c4c3N)sc2c1,5,15*,0,11,-1,6,5,1,5
COc1ccc(CCNC(=O)c2c(C)nc3ccccn23)cc1,2,3,1,1,3,0,-1,3,8
Cc1cc(C(=O)OCC(=O)NCCc2ccccc2)c(C)o1,0,3,0,-2,2,8,6,2,6
COc1cc(/C=C2\C(=N)N3N=C(S(C)(=O)=O)SC3=NC2=O)ccc1OCCOc1ccccc1C,-3,-10,-16,21,2,12,-3,-14,-9
CC(C)(C)CC(=O)N1CCC(c2nc3c(nnn3Cc3c(F)cccc3Cl)c(=O)[nH]2)CC1,6,3,13,-14,0,0,-4,-3,5
Cc1csc(SCCn2c(N3CCN(c4ccccc4)CC3)nc3c2c(=O)[nH]c(=O)n3C)n1,-8,-1,-2,30,-5,0,1,-10,-2
CCOC(=O)C1(C)NC(c2ccc(N(C)C)cc2)C2C(=O)N(CC)C(=O)C21 (stereo unspecified),4,0,-1,-2,-1,5,-2,1,3
COc1cc2c(cc1OC)CN(C(=O)C1CCCN(C(=O)c3ccc(Cl)cc3)C1)CC2 (stereo unspecified),-6,-3,3,13,-1,-4,5,·,8
